RAD54 branch: blocks human RAD54 Holliday junction branch migration; actives 0.14% (n = 360,000); AID 602329; Q92698; inhibition, % at 10.4 µM; FAM/BHQ fluorescence;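 active = mean normalized replicate activity at least 40 and at least half of replicates scoring 40 or more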;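 note: 0% = median of neutral control wells and 100% = median of positive control wells; inhibitors cause a drop in the FAM fluorescence signal; in these data hits start at about 50%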
RAD52 inh: inhibitors of human RAD52 DNA annealing; P43351; inhibition, % at 18.7 µM; actives 0.46% (n = 360,000); recombinant RAD52 DNA annealing, FRET fluorescence;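 active = every replicate showing at least 50% inhibition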
Target sequence (P43351 whole entry, looked up): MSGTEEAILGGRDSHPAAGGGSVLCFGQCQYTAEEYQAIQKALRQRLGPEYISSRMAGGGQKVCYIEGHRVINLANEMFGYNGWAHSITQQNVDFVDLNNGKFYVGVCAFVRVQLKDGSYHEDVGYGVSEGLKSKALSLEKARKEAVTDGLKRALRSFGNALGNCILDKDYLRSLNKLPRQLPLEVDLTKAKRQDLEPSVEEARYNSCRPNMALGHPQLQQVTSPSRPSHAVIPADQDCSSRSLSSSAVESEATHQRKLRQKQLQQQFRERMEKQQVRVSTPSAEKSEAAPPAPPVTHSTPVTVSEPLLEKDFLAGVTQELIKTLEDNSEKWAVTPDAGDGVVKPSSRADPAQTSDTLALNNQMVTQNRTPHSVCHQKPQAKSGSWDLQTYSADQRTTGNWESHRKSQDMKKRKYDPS
E-selectin induc: induces E-selectin expression in human endothelial cells | HUVEC E-selectin immunofluorescence imaging; normalized: neutral wells 0, TNF-alpha wells 100 | P16581 | actives 0.37% (n = 260,000) | activation, % at 7.58 µM;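 active = mean E-selectin-positive cell signal at least 10% of the positive control, reached in at least 60% of replicates, without over 20% cell loss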;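 note: in these data hits start at about 27%; measured in HUVEC primary endothelial cells; signal is the percent of cells scored E-selectin positive by PE staining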
Target sequence (P16581 whole entry, looked up): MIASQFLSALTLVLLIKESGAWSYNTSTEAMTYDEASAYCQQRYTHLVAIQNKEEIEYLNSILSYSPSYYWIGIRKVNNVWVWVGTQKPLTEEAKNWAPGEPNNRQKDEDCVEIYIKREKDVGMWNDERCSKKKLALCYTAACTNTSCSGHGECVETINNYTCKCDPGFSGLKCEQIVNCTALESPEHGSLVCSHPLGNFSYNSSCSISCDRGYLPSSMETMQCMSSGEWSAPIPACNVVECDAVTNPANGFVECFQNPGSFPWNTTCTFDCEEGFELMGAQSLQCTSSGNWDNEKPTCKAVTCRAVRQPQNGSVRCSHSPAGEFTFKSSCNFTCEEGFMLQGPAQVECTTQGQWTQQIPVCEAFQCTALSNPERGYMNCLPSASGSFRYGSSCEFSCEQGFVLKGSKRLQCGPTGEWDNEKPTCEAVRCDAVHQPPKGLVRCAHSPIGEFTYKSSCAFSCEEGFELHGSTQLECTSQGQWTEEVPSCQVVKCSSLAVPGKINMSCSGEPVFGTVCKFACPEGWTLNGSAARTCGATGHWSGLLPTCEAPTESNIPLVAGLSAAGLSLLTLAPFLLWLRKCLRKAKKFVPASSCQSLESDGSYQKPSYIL
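Read-out: % PE-positive cells | Test system: HUVEC | Doses: One compound dose added by pin transfer | Buffer or medium: EGM-2 over gelatin coat | Signal: Immunofluorescence imaging | Benchmarks: TNF-alpha, DMSO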
PGC1a acetyl inh: PGC1a acetylation modulation, inhibitor mode; U2OS PGC1a acetylation, AlphaScreen anti-acetyl-lysine; with virally co-expressed GCN5 acetyltransferase; actives 0.17% (n = 350,000); inhibition, % at 15.6 µM; AID 651687;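 active = every replicate shows inhibition of at least 40%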;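 note: 0% = neutral control wells and 100% = positive control wells; some results beyond the cut were filed as inactive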
miR-122 sensor: inhibitors of miR-122 in Huh7 cells. activation (reporter increase), % at 12.5 µM. Huh7 miR-122 Renilla luciferase sensor, 48 h; neutral wells = 0, positive control = 100. AID 602342. actives 0.3% (n = 340,000);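 active = mean replicate activation score at least 90 and every replicate individually at or above 90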;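 note: higher luciferase means less miR-122 activity so hits act as miR-122 inhibitors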
PglD inh: inhibitors of Campylobacter jejuni PglD acetyltransferase | AID 602405 | inhibition, % at 12.5 µM | purified PglD enzyme, DTNB colorimetric CoA detection | actives 0.098% (n = 360,000); in the data active = inhibition above about 16%, passing the limit was not always enough; note: strong numbers were not always called active
ERAP1 inh: ERAP1 (human) enzyme inhibition; recombinant ERAP1, Leu-AMC fluorescence, 60 min; actives 0.15% (n = 340,000); inhibition, % at 10.7 µM; Q9NZ08; AID 652197;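 active = mean replicate inhibition of at least 30%, or all replicates individually reaching that 30% level; inactive = mean below 30% and not every replicate reaching it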;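 note: 0% = neutral control wells and 100% = L-leucinethiol positive control wells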
Cneo AK release: causes C. neoformans cell lysis; actives 0.2% (n = 360,000); lysis activity, % at 15 µM; adenylate kinase release luminescence, 4 h; normalised: neutral wells 0, clomiphene wells 100; AID 651654;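 active = mean lysis activity across replicates of at least 80%, whatever share of replicates individually reach that level; inactive = mean lysis activity below 80%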
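read-out = cell lysis signal | test system = log-phase Cryptococcus neoformans yeast cells | input = cells at 5 × 10^6 per mL | medium = fresh YPD growth medium | signal = luminescent adenylate kinase detection reagent | timing = 4 h at 37 °C static, read 1 h later | dosing = single dose | controls = Clomiphene as positive lysis control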
The depositor's hits bear a star; x = no result given; & = joins results of further samples; [ ] = remark or other dose.

A first look (4 entries):
SMILES	RAD54 branch	RAD52 inh	E-selectin induc	PGC1a acetyl inh	miR-122 sensor	PglD inh	ERAP1 inh	Cneo AK release
COC(=O)c1sccc1NC(=O)CSc1ccccc1NS(=O)(=O)c1ccc(Br)cc1	6	x	x	7	19	1	x	-19
COc1ccc(C)cc1S(=O)(=O)N(CC(=O)O)c1ccccc1	6	-8	x	x	x	2	-2	2
COc1ccccc1CN1CCCC(CNC(=O)c2cccc3ccccc23)C1 (configuration not stated)	8	-6	-0.1	4	-2	-3	0	3
COc1cccc(C(=O)NCc2ccco2)c1OC	-3	-7	x	1	4	-6	0	-1

Results, from the first entry:
SMILES	RAD54 branch	RAD52 inh	E-selectin induc	PGC1a acetyl inh	miR-122 sensor	PglD inh	ERAP1 inh	Cneo AK release
COC(=O)c1sccc1NC(=O)CSc1ccccc1NS(=O)(=O)c1ccc(Br)cc1	6	x	x	7	19	1	x	-19
COc1ccc(C)cc1S(=O)(=O)N(CC(=O)O)c1ccccc1	6	-8	x	x	x	2	-2	2
COc1ccccc1CN1CCCC(CNC(=O)c2cccc3ccccc23)C1 (configuration not stated)	8	-6	-0.1	4	-2	-3	0	3
COc1cccc(C(=O)NCc2ccco2)c1OC	-3	-7	x	1	4	-6	0	-1
O=C(C[C@@H]1CC[C@@H]2[C@H](COC[C@@H](O)CN2CC2CC2)O1)NCC1CC1	5	-2	0.0	8	2[16.7 µM]	1	2	5
O=C(CN1C(=O)c2cccnc2Oc2ccc(Cl)cc21)NCCCc1ccccc1	16	-13	x	0	-4	4	2	5
Cn1c(=O)c2c(ncn2CC(=O)Nc2ccc3c(c2)OCO3)n(C)c1=O	-6	-5	-0.5	-3	0	7	3	7
OC(CN1CCN(c2cccc(Cl)c2)CC1)C(c1ccccc1)c1ccccc1 (configuration not stated)	2	-19	0.6	-8	-4	4	-3	3
CC(=O)Nc1ccc(NC(=O)Oc2ccccc2)cc1	-3	-3	x	10	2	2	-3	-1
O=C(CC[C@H]1O[C@@H](n2ccc(=O)[nH]c2=O)[C@H](O)[C@@H]1O)N[C@H](Cc1ccccc1)C(=O)NCCCc1ccccc1	8	0	-0.1	-4	6	4	9	0
CCCC(=O)Nc1ccc2c(c1)C(=O)N(C)C[C@@H](OC)[C@@H](C)CN(C(=O)c1ccccn1)[C@H](C)CO2	0	2	0.1	0	x	-1	x	-1
CCn1c(SCC(=O)NCc2ccc(C)cc2)nnc1-c1ccncc1	5	x	x	-6	1	10	x	0

Reprinted from the part before: 3 entries, then new ones.
SMILES	RAD54 branch	RAD52 inh	E-selectin induc	PGC1a acetyl inh	miR-122 sensor	PglD inh	ERAP1 inh	Cneo AK release
O=C(CC[C@H]1O[C@@H](n2ccc(=O)[nH]c2=O)[C@H](O)[C@@H]1O)N[C@H](Cc1ccccc1)C(=O)NCCCc1ccccc1	8	0	-0.1	-4	6	4	9	0
CCCC(=O)Nc1ccc2c(c1)C(=O)N(C)C[C@@H](OC)[C@@H](C)CN(C(=O)c1ccccn1)[C@H](C)CO2	0	2	0.1	0	x	-1	x	-1
CCn1c(SCC(=O)NCc2ccc(C)cc2)nnc1-c1ccncc1	5	x	x	-6	1	10	x	0
CN(C)CC#Cc1ccc([C@@H]2[C@H]3CN(C(=O)c4ccc5c(c4)OCO5)CCCCN3[C@H]2CO)cc1	-2	15	-0.2	-1	0[16.7 µM]	-4	-2	-1
OCc1nn2c(c1Br)NC(c1ccccc1)CC2C(F)(F)F (configuration not stated)	1	x	x	-23	0	1	x	-4
Cc1ccc(CC(=O)Nc2ncc([N+](=O)[O-])s2)cc1	-1	-3	x	x	-2	-1	3	0
C/C(CC(=O)Nc1cc(C)ccn1)=N\NC(=O)c1ccccc1C	-8	-13	0.1	4	3	3	4	0
C[C@@H]1CN([C@H](C)CO)C(=O)c2cc(NS(=O)(=O)c3ccc(Cl)cc3)ccc2O[C@@H]1CN(C)C(=O)Nc1cccc2ccccc12	13	-1	-0.1	-3	-1[16.7 µM]	2	1	2
Cc1ccc(NC2CCCN(C(=O)c3ccoc3C)C2)cc1C (configuration not stated)	-3	-11	-0.7	-13	-1	-4	-1	2
O=S(=O)(NC1CCCCC1)c1ccc(Br)cc1	4	x	x	-17	53	6	x	2
C=CCN(CC=C)C(=S)NC(=O)c1ccc(-c2ccccc2)cc1	-16	x	x	35	-4	-3	x	0
CCCn1c(C(C)Nc2nc(-c3ccc(C)cc3)cs2)nc2cc(Cl)c(N3CCCCC3)cc21 (configuration not stated)	3	-61	0.0	6	1	3	0	1
CO[C@H](CN(C)S(=O)(=O)c1ccc(C)cc1)[C@@H](C)CN(Cc1ccccc1Cl)[C@H](C)CO	1	3	0.0	-10	x	1	-1	13
CCC(C)c1ccc(S(=O)(=O)N2CCN(C(C)CC(=O)O)CC2)cc1 (configuration not stated)	-1	8	-0.1	6	-6	-2	2	3
Cc1nc2nc[nH]n2c(=O)c1NS(=O)(=O)c1ccc([N+](=O)[O-])cc1	x	-21	x	12	-4	x	0	x
CCC(C)(C)NC(=O)C1CC(=O)N(CCc2ccc(F)cc2)C1 (configuration not stated)	-6	-22	0.1	16	3	-3	x	-3
C[C@@H]1CCCCO[C@H](CN(C)S(=O)(=O)c2ccc(Cl)cc2)[C@@H](C)CN([C@H](C)CO)C(=O)c2cc(NC(=O)CCC(F)(F)F)ccc2O1	3	11	0.0	3	-2[16.7 µM]	-1	3	3
Cc1ccc(C)c(N(C(=O)CNC(=O)c2ccco2)C(C(=O)NC2CCCCC2)c2ccncc2)c1 (configuration not stated)	-7	3	x	-16	4	-10	3	-1
CCCS(=O)(=O)NC(=O)C1(C)CCCN(C(=O)CCc2cccs2)C1 (configuration not stated)	2	-10	-0.3	x	-9	0	-1	-1
CC(=O)N1CC2(C1)[C@@H](c1ccccc1)[C@@H](CO)N2CC1CCOCC1	x	-1	-0.1	1	x	x	0	x
O=C1c2cccnc2C(=O)N1Cc1ccc(S(=O)(=O)N2CCOc3ccc(Cl)cc32)cc1	8	x	x	-3	-5	2	x	1
C[C@H]1CN([C@@H](C)CO)C(=O)Cc2cc(NC(=O)Nc3ccc(C(F)(F)F)cc3)ccc2O[C@H]1CN(C)C	-9	9	x	-3	-3[16.7 µM]	-1	-2	-3
Cc1c(-c2ccccc2)[n+](=O)c2c(n1[O-])CCCC2	1	-2	3.0	6	x	2	-5	0
CCCC(=O)Nc1ccc2c(c1)nc(CCNC(=O)c1ccco1)n2C	-1	-18	x	7	-2	5	x	-1
N#CC(C#N)=NNc1ccc(S(=O)(=O)N2CCCCC2)cc1	-8	7	1.5	1	-10	-137	11	-2
CC(=O)Nc1ccc(S(=O)(=O)Nc2nc3ccc(C)cc3s2)cc1	-10	-9	x	x	11	1	-3	-2
O=C1OC[C@H](Cc2ccc3c(c2)OCO3)/C1=C\c1ccc2c(c1)OCO2	2	x	x	7	-11	0	x	-6
CC(CNC(=O)CCS(=O)(=O)c1ccc2c(c1)oc(=O)n2C)c1ccccc1 (configuration not stated)	-16	-10	-0.6	-5	1	-6	0	5
COC(=O)c1sc2nc(SCc3cccc(F)c3)n(N)c(=O)c2c1C	-4	x	-1.6	x	-5	-3	x	0
C[C@H]1CCCCO[C@H](CN(C)S(=O)(=O)c2ccc(Cl)cc2)[C@@H](C)CN([C@@H](C)CO)C(=O)c2cc(NS(=O)(=O)c3ccccc3)ccc2O1	x	23	-0.3	-6	x	x	2	x
C[C@@H]1CCCCO[C@H](CN(C)C(=O)Nc2ccc(F)cc2)[C@H](C)CN([C@H](C)CO)C(=O)c2cc(NC(=O)Cc3ccccc3)ccc2O1	3	-36	-0.1	3	-7[16.7 µM]	1	0	-4
Cc1ccc(S(=O)(=O)N(C)C[C@H]2OCCCC[C@@H](C)Oc3ccc(NC(=O)NC(C)C)cc3C(=O)N([C@H](C)CO)C[C@@H]2C)cc1	-1	10	0.0	5	11[16.7 µM]	1	-1	1
O=C(c1cccc2c1-c1ccccc1/C2=N/O)N1CCCCC1	4	x	x	19	31	-4	x	-3
C[C@@H]1CN([C@@H](C)CO)C(=O)c2cc(NS(=O)(=O)c3ccc(Cl)cc3)ccc2O[C@@H](C)CCCCO[C@@H]1CN(C)Cc1ccc(C(F)(F)F)cc1	-5	-14	-0.1	-4	-2[16.7 µM]	3	3	0
COc1cccc(S(=O)(=O)Nc2ccc3c(c2)C(=O)N(C)[C@H]2CC[C@H](CC(=O)NCC4CCCCC4)O[C@H]2CO3)c1	-5	-7	-0.1	6	38[16.7 µM]	-3	x	-3
COc1cccc(C(=O)N2C[C@@H]3[C@H](c4ccccc42)[C@@H](CO)N3C(=O)c2cccc(F)c2)c1	0	-10	0.3	-4	0[16.7 µM]	6	1	-1
Cc1ccc(C)c(NC(=O)CSc2nc(C)cs2)c1	-1	-8	x	x	x	3	0	0
C[C@H]1CN([C@@H](C)CO)C(=O)c2cc(NC(=O)C3CCCCC3)ccc2O[C@@H]1CN(C)S(=O)(=O)c1ccccc1	-2	14	0.4	x	2[16.7 µM]	-4	0	-9
Cc1ccc(S(=O)(=O)N2CCC(C(=O)NCCc3ccccn3)CC2)cc1	-1	-6	3.8	3	-1	4	1	0
CCCC#Cc1ccc([C@@H]2[C@H]3CN(C(=O)NC4CCCC4)CC(=O)N3[C@H]2CO)cc1	x	-3	-0.1	6	x	x	-3	x
COc1ccc(C2=NNC(c3cccs3)=Nc3ccc(OC)cc32)cc1	-7	x	x	3	-4	4	x	1
COc1ccc(S(=O)(=O)Nc2ccc3c(c2)C(=O)N([C@H](C)CO)C[C@@H](C)[C@H](CN(C)Cc2ccc4c(c2)OCO4)OCCCC[C@@H](C)O3)cc1	-1	29	0.9	-6	-14[16.7 µM]	0	-5	64
O=C(COC(=O)CCC(=O)c1cccs1)NCCc1ccccc1	0	10	0.2	13	x	6	1	5
CC(C)NC(=O)N(C)C[C@H]1Oc2c(cccc2N(C)C)C(=O)N([C@H](C)CO)C[C@@H]1C	-2&-3	3&-16	-2.3&-0.2	-12&4	12[16.7 µM]	4&-5	0&-4	2&1
COC(=O)C1=C(N)Oc2cc(C)n(CC3CCCO3)c(=O)c2C1c1ccccc1OC (configuration not stated)	-4	x	x	8	-2	-2	x	-3
CCOC(=O)c1cc(C(=O)NNC(=O)c2cccc([N+](=O)[O-])c2)c(C)nc1C	-2	-6	-0.1	x	-1	-3	-3	2
CCOC(=O)Nc1ccc2c(c1)N(C(=O)CN(CC)CC)c1ccccc1CC2	5	-19	0.2	x	x	7	-2	3
Cn1cnc(S(=O)(=O)N2CCCCN3[C@H](CO)[C@@H](c4ccc(-c5cccc(F)c5)cc4)[C@@H]3C2)c1	-8	-11	0.3	-7	2[16.7 µM]	-8	1	4
Cc1ccccc1-c1cnc2c(c1)C(=O)N([C@@H](C)CO)C[C@H](C)[C@@H](CN(C)C(=O)c1cccnc1)O2	4	1	0.0	10	-7[16.7 µM]	4	1	52
CO[C@H]1CN(C)C(=O)c2ccc(NC(C)=O)cc2OC[C@H](C)N(C(=O)c2ccccc2F)C[C@H]1C	9	x	0.0	2	-10[16.7 µM]	0	x	-4
COc1cc(/C=N/NC(=O)c2cc[n+]([O-])cc2)ccc1O	3	4	0.0	x	x	4	2	1
Nc1nc(-c2cccc(F)c2)cs1	-6	-6	x	4	-3	-1	4	-2
c1ccc(Cn2ccnc2-c2ccco2)cc1	-2	x	x	14	4	-3	x	-1
CC(C)C(=O)NC(C)C(c1cccs1)N1CCN(c2ccccc2)CC1 (configuration not stated)	-4	-10	x	-4	-1	2	2	2
CC(=O)Nc1cccc(NC(=O)Nc2ccc(C(C)=O)cc2)c1	-6	x	2.6	-11	-8	0	x	-6

Assay outcomes: PubChem, Broad Institute
